USP1 inh – inhibitors of human USP1/UAF1 deubiquitinase; O94782; recombinant USP1/UAF1, Ub-Rhodamine cleavage fluorescence; Potency, µM (doses to about 57.1 µM), inactives show at the top dose activity change, negative = inhibition, actives largely listed as inhibitors; 390,000 tested, 0.23% active; further: potency means the concentration at half of the fitted maximal effect; on the % scale 0 is the no-effect control and ±100 the full control effect; nearly all actives have a fitted effect of over 60% in size; inactives centre near -12
Target sequence (O94782 whole entry, looked up): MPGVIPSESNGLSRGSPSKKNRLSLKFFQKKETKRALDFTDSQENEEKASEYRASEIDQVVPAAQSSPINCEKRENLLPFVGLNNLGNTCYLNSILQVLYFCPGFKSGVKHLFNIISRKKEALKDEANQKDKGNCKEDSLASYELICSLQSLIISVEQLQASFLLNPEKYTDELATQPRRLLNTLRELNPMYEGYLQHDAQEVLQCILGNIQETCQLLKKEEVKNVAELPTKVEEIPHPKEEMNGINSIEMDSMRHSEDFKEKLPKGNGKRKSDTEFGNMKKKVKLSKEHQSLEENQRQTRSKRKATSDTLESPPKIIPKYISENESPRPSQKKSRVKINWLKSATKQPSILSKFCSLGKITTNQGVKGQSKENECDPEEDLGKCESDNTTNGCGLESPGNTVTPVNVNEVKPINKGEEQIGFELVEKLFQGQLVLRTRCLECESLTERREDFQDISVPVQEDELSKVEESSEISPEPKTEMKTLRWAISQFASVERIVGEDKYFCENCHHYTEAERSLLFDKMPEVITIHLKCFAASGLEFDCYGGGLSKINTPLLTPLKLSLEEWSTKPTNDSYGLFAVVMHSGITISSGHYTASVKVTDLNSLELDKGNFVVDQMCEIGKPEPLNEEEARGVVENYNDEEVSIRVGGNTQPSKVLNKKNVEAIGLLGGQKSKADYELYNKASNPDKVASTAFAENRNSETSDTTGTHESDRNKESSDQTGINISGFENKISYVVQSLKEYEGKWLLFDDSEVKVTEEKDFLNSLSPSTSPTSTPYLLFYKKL
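USP1/UAF1 complex (1 nM) preincubated 15 min at room temperature with compound, then Ub-Rho substrate (150 nM final) added. Kinetic fluorescence at 480/540 nm over 6 reads at 60 s intervals; 50 mM HEPES pH 7.8, 0.5 mM EDTA, 0.1 mg/ml BSA, 1 mM TCEP, 0.01% Tween-20.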
IDH1 R132H inh – blocks human mutant IDH1 R132H enzyme | Potency, µM (doses to about 76.6 µM), inactives show top-dose activity change, negative = inhibition, actives largely listed as inhibitors | O75874 | 390,000 tested, 0.093% active | IDH1-R132H enzyme, NADPH consumption, diaphorase/resazurin fluorescence; further: potency means the concentration at half of the fitted maximal effect; on the % scale 0 is the no-effect control and ±100 the full control effect; nearly all actives have a fitted effect of over 65% in size
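IDH1-R132H (0.5 ug/mL dispensed) in pH 7.5 Tris buffer was preincubated 30 min with compound, then given a substrate mix of 0.016 mM NADPH and 2 mM alpha-KG for 80 min at room temperature; remaining NADPH was read by diaphorase/resazurin fluorescence.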
LDHA inh – inhibitors of human lactate dehydrogenase A | P00338 | purified LDHA, NADH/diaphorase-resazurin fluorescence; hits give low values | activity change, % (values are at about 110 or 230 µM) | 480,000 tested, 0.15% active; in the data active means activity change below about -30%; inconclusive means mostly about -25% to -30%;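 further: plate controls were DMSO wells for no effect and wells without enzyme for full effect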
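Resorufin fluorescence (ex540/em590), read at 0 and 20 min after diaphorase/resazurin addition, reports the NADH left after a 5 min room-temperature reaction of 2 nM human LDH5 with 0.06 mM NADH and 0.2 mM pyruvate.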
Vif-A3F inh – Vif-A3F binding inhibition; HeLa A3F-eYFP + Vif (tagged APOBEC3F with the HIV-1 protein that degrades it), YFP fluorescence increase; Potency, µM (top dose mostly 46.1 µM), inactives show at the top dose activity, negative = active; 390,000 tested, 0.2% active; AID 602313; further: potency means the concentration at half of the fitted maximal effect; % of control where 0% means no effect; nearly all actives have a fitted effect of over 65% in size
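HeLa cells stably expressing Vif plus C-terminally eYFP-tagged A3F were seeded, incubated overnight at 37 deg C, dosed with compound, incubated overnight again at 37 deg C. Yellow fluorescence (Ex 488/Em 500-530) reported blocked Vif-mediated A3F-eYFP degradation.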
TrxR1 substrate – substrates of rat thioredoxin reductase 1 | Potency, µM (titrated, usually from 114 µM), for the others: top-dose activity change, negative = substrate turnover | purified TrxR1 substrate turnover, NADPH consumption readout | 390,000 tested, 0.01% active | O89049; further: potency means the concentration at half of the fitted maximal effect; on the % scale 0 is the no-effect control and ±100 the full control effect; nearly all actives have a fitted effect of over 50% in size
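Rat TrxR1, dispensed at 90 nM, was prereduced with 400 uM NADPH (final) for 5 min at ~22 deg C, then incubated with compound 15 min before 400 uM selenite. A first-read NADPH fluorescence drop versus no-compound background flagged substrates.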
RGS4 inh – human RGS4 inhibition | Potency, µM (top dose mostly 114 µM), without a hit: at the highest dose activity change, negative = inhibition, hits mostly inhibitors | P49798 | 390,000 tested, 0.039% active | Transcreener GDP fluorescence polarization, RGS4-accelerated GTP hydrolysis; further: potency means the concentration at half of the fitted maximal effect; on the % scale 0 is the no-effect control and ±100 the full control effect; nearly all actives have a fitted effect of over 75% in size; some results filed as inactive show a strong effect at the top dose
Target sequence (P49798 whole entry, looked up): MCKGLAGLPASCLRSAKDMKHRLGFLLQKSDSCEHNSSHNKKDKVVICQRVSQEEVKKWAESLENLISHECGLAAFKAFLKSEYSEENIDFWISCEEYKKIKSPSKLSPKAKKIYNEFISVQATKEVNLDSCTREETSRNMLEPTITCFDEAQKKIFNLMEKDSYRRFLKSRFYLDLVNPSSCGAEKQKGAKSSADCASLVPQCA
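MLSMR compounds (23 nl, pin-transferred) preincubated 10 min at room temperature with a 500nM (2x) first reagent, then RGS4 at 900nM (2x) plus Transcreener GDP mix added; fluorescence polarization (620/688 nm) read before and after 90 min at 30 °C.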
rTrxR1 inhibitor – blocks rat thioredoxin reductase 1. O89049. recombinant rTrxR1, NADPH fluorescence consumption, selenite substrate. Potency, µM (doses to about 114 µM), for the others: at the highest dose activity change, negative = inhibition, actives largely listed as inhibitors. 390,000 tested, 1% active; further: potency means the concentration at half of the fitted maximal effect; on the % scale 0 is the no-effect control and ±100 the full control effect; nearly all actives have a fitted effect of over 65% in size
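Rat TrxR1 (90 nM in the dispensed reagent) was pre-reduced with 400 uM NADPH for 5 min at room temperature, then incubated with compound for 15 min. After 400 uM selenite was added, NADPH fluorescence (Ex 340/Em 450 nm) was followed for 8 min.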
GRP78 ERSR act – ER stress response induction in glioma | 420,000 tested, 0.02% active | U87-MG GRP78 promoter luciferase reporter, 16 h | AID 602332 | Potency, µM, inactives show at the highest dose activation, actives largely listed as activators; further: potency means the concentration at half of the fitted maximal effect; series mostly up to about 76 µM; % of control where 0% means no effect; nearly all actives have a fitted effect of over 35% in size
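Stably transfected U87-MG human glioma cells carrying a GRP78-based luminescent sensor were seeded at 1000 cells/well, pin-dosed with compounds and incubated 16 h. Luciferase reagent was then added, and end-point luminescence was read after 10 min at room temperature.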
Vif-A3G inh – inhibitors of Vif-APOBEC3G interaction; Q9HC16; Potency, µM (titrated, usually from 46.1 µM), inactives show at the highest dose activity, negative = active, actives largely listed as inhibitors; HeLa A3G-eYFP + Vif (tagged APOBEC3G with the HIV-1 protein that degrades it), YFP fluorescence, overnight; 410,000 tested, 0.076% active;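 further: potency means the concentration at half of the fitted maximal effect; on the % scale 0 is the no-effect control and ±100 the full control effect; nearly all actives have a fitted effect of over 60% in size; hits raise eYFP signal because A3G escapes Vif-driven loss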
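Read-out is eYFP fluorescence (Ex 488/Em 500-530) from Vif-expressing HeLa A3G-eYFP cells; more signal means A3G escaped Vif-mediated degradation. Cells plated overnight, compound pinned in, incubated overnight at 37 deg C.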
* marks the source's active call; other numbers are inactive results; ? = inconclusive; nt = no result given; & = joins results of further samples; [ ] = dose if it differs, or a comment. Unless noted, the call rests on the fitted dose curve; in most records, active means well fitted curve in the direction sought with a large enough effect; inconclusive means small, poorly fitted or top-dose-only effect, or another doubt; inactive means no such curve, though single readings can be large; an effect the other way counts as inactive or inconclusive. This is a subset; the hit share may differ from the screen's.

SMILES	USP1 inh	IDH1 R132H inh	LDHA inh	Vif-A3F inh	TrxR1 substrate	RGS4 inh	rTrxR1 inhibitor	GRP78 ERSR act	Vif-A3G inh
O=c1cc(CN2CCN(c3cccc(Cl)c3)CC2)c2cc(O)c(-c3ccccc3)cc2o1	-23%	1%	1	nt	5%	-26%	-24%	6%	-4%
Cc1ccc(NC(=S)Nc2ccccn2)c(C)c1	2%	-1%	-7	?	5%[57.1 µM]	-9%	-18%[57.1 µM]	3%	0%
CC(=O)c1cccc(N2C(=O)CC(N3CCN(S(=O)(=O)c4ccc(Cl)cc4)CC3)C2=O)c1 (stereo not drawn)	-26%	-11%	-6	12%	1%	-1%	16%	-5%	0%
COc1cccc(NC(=O)Cc2csc(NC(=O)Nc3ccccc3OC)n2)c1	-23%	-2%	-4	6%	-6%	-5%	0%	-2%	-11%
COc1ccc(N2CCN(C(=O)CCn3cnc4onc(-c5ccc(F)cc5)c4c3=O)CC2)cc1	-20%	11%	-2	-16%	-2%	-18%	29%	-6%	3%
COc1cc(OC)c(NC(=O)c2ccc3c(SCC(=O)O)c4c(nc3c2)CCCC4)cc1Cl	-27%	?	-9	-5%	-5%	-22%	-8%	-2%	-10%
COc1ccc(OC)c(-n2c(=S)[nH]c3cc(C(=O)N4CCN(c5ccccc5)CC4)ccc3c2=O)c1	-8%	8%	-4	-1%	-6%	-7%	-2%[57.1 µM]	-5%	3%
O=C1CC(N2CCN(CCc3ccccn3)CC2)C(=O)N1c1ccc(Cl)cc1 (stereo not drawn)	-5%	1%	-1	-8%	7%	15%	1%	-1%	1%
CCOc1ccc(S(=O)(=O)Nc2cccc(C(=O)NCC(c3ccc(OC)cc3)N3CCOCC3)c2)cc1 (stereo not drawn)	-7%	-2%	3	-8%	-17%	-41%	-14%	-3%	0%
COc1ccc(CCNC(=O)CCc2c(C)nc3c(c(C)nn3-c3ccc(C)c(C)c3)c2C)cc1OC	-25%	3%	3	-9%	27%	-15%	-4%	-3%	2%
COc1ccc(C(=O)c2c(N)c(C(=O)Nc3ccccc3Cl)c3ccccn23)cc1	-16%	nt	-7	nt	8%	24%	2%	nt	nt
CCC1(c2ccc(F)cc2)NC(=O)N(CC(=O)N2CCc3ccccc32)C1=O (stereo not drawn)	-10%	4%	-2	-4%	3%	-2%	15%	8%	-9%

2 compounds from above with just RGS4 inh.
SMILES	RGS4 inh
COc1cc(OC)c(NC(=O)c2ccc3c(SCC(=O)O)c4c(nc3c2)CCCC4)cc1Cl	-22%
COc1ccc(OC)c(-n2c(=S)[nH]c3cc(C(=O)N4CCN(c5ccccc5)CC4)ccc3c2=O)c1	-7%

(listing goes on)
SMILES	USP1 inh	IDH1 R132H inh	LDHA inh	Vif-A3F inh	TrxR1 substrate	RGS4 inh	rTrxR1 inhibitor	GRP78 ERSR act	Vif-A3G inh
c1ccc(Oc2cc(-c3ccccc3)nc(-c3ccccc3)n2)cc1	-3%	0%	-9	0%	-2%	27%	8%	-3%	-4%
CCSc1nnc(NC(=O)Cc2ccc(OC)c(S(=O)(=O)N3CCOCC3)c2)s1	-6%	1%	-7	-5%	-6%	16%	-10%	-5%	-5%
COc1cccc(-n2cnc3sc4c(c3c2=O)CCC4)c1	-10%	15%	7&-7	-8%	-4%	-15%	3%[57.1 µM]	1%	0%
COc1ccc(-c2c(C)nn3c(C(F)(F)F)cc(C)nc23)cc1OC	9%	-2%	-1	4%	-4%[57.1 µM]	-15%	-5%[57.1 µM]	-2%	3%
Nc1nonc1-n1nnc(C(=O)N/N=C/c2cccnc2)c1CSC1=NCCS1	-9%	9%	-13	-13%	-3%	8%	-10%	-4%	-9%
Cc1cc(C)c(S(=O)(=O)N2CCC(C(=O)NCc3ccco3)CC2)c(C)c1	-14%	4%	0	-5%	-3%	-21%	-1%	2%	4%
O=C(CNCc1cccs1)Nc1ccc(N2CCCCCC2)cc1	-10%	0%	-12	-2%	-6%	-7%	-8%	5%	2%
COc1ccc(CNC(=O)Cc2csc(NC(=O)Nc3ccccc3OC)n2)cc1	-5%	-6%	-1	0%	-10%	-12%	8%	-1%	-11%
CCN(CC)CCOCCOC(=O)C(CC)(CC)c1ccccc1	-16%	4%	-9	-4%	5%[57.1 µM]	9%	11%	-3%	0%
O=C(Nc1cccc(S(=O)(=O)N2CCOCC2)c1)c1cnccn1	-16%	20%	1	2%	6%	7%	21%	-4%	4%
COc1cc(C2/C(=C(\O)c3ccc4c(c3)OCCO4)C(=O)C(=O)N2Cc2ccco2)cc(OC)c1OC (stereo not drawn)	-24%	0%	1	3%	-9%	-17%	?	-3%	-2%
CCCCOC(=O)Nc1ccc(C(C)C)cc1	-14%	10%	-1	-13%	75%[activator]	2%	-5%	1%	0%
Cc1cc(Cl)ccc1N(CC(=O)NCc1ccccc1)S(C)(=O)=O	-5%	-5%	0	-6%	8%	12%	30%	0%	0%
O=C1CC(N(C(=O)c2ccco2)c2cccc(Cl)c2)C(=O)N1c1cccc(Cl)c1 (stereo not drawn)	-15%	-6%	-4	5%	1%	7%	20%	-1%	-5%
O=[N+]([O-])c1ccc(S(=O)(=O)c2ccccc2)nc1	?	2%	6	6%	13%[57.1 µM]	-51%	?	-13%	-28%
CN(C)C(=O)N1CCCC(C(=O)NCc2cccs2)C1 (stereo not drawn)	-24%	-1%	3	-1%	3%	2%	1%	-3%	0%
CCC(c1nnc(SCC(=O)N2CC(=O)Nc3ccccc32)n1Cc1ccccc1)N(C)C (stereo not drawn)	-8%	-2%	-5	5%	10%[57.1 µM]	-53%	-19%	-2%	-4%
Cc1c(NC(=O)c2ccccc2)cc(C(C)C)c(O)c1S(=O)(=O)c1ccc(Cl)cc1	-23%	-15%	3	-3%	-4%[57.1 µM]	34%	7%[57.1 µM]	1%	1%
CC12C(=O)N(Cc3ccccc3)C(=O)C1C1C=CC2C1 (stereo not drawn)	2%	-1%	-3	5%	8%[57.1 µM]	15%[11.4 µM]	7%[57.1 µM]	-3%	-3%
Cc1cc(NC(=O)c2ccccc2)c(Cl)cc1N	-15%	-2%	-2	13%	-6%	-2%	-9%	-13%	6%
CCOc1ccc(OCC)c(NC(=O)Cn2ncc3c4ccccc4n(Cc4ccccc4)c3c2=O)c1	-24%	11%	-5	-4%	1%	-1%	9%	-1%	0%
CC1(c2ccccc2)NC(=O)N(CC(=O)Nc2ccc3c(c2)CCC3)C1=O (stereo not drawn)	-23%	12%	-6	-10%	-9%	-2%	9%	-2%	-5%
COc1ccc(C(=O)NNC(=O)c2ccc3ccccc3c2)cc1	-16%	1%	-14	1%	-8%	5%	-11%	-7%	1%
CC(=O)NC1CC2CCCC(C1)N2C(=O)Nc1c(C)cccc1C (stereo not drawn)	-11%	-4%	-6	5%	nt	nt	nt	-4%	-1%
CCOc1ccccc1C(=O)NC(C(=O)N(C)Cc1ccc2c(c1)OCO2)C(C)C (stereo not drawn)	-13%	4%	-12	11%	-11%	5%	-5%	-2%	2%
O=C(CCN1C(=O)C2C3CC(C(Br)C3Br)C2C1=O)OCC(=O)c1ccccc1 (stereo not drawn)	-8%	2%	-7	-7%	1%[57.1 µM]	?	2%[57.1 µM]	-4%	0%
COC(=O)C1=C(N)Oc2cc(C)n(CC3CCCO3)c(=O)c2C1c1ccc(Cl)c(Cl)c1 (stereo not drawn)	-7%	-3%	-8	-11%	-4%[57.1 µM]	17%	9%[57.1 µM]	-3%	-3%
COc1ccc(-n2c(Cc3cccn3C)nnc2SCC(=O)Nc2ccc(C)cc2)cc1	-18%	7%	-4	1%	-2%[57.1 µM]	-8%	1%[57.1 µM]	-3%	-5%
Brc1cccc(-c2nnc3sc(CNC4CCCC4)cn23)c1	-19%	7%	-3	3%	-1%	-14%	8%	-3%	2%
COc1ccc(OC)c(C(=O)Cn2c3[n+](c4ccc(C(F)(F)F)cc42)CCCCC3)c1	6%	12%	0	-6%	3%[57.1 µM]	40%	19%[57.1 µM]	-8%	0%
CN(N=C(c1ccccc1)c1ccccc1)c1ccccc1	-24%	-1%	3	-4%	-5%	-6%	-6%	-2%	-1%
NS(=O)(=O)c1ccc(NS(=O)(=O)/C=C/c2ccccc2)cc1	2%	4%	-5	-9%	-3%	16%	-10%	-4%	0%
CN(C1(C)CCS(=O)(=O)C1)S(=O)(=O)c1ccc2ccccc2c1 (stereo not drawn)	-2%	-5%	-5	-30%	-1%	-9%	26%	-4%	4%
COc1cc(C(CC(=O)Nc2cc(C)ccn2)N2Cc3ccccc3C2=O)cc(OC)c1OC (stereo not drawn)	0%&-27%	2%&-5%	-3&3	-2%&-4%	7%[57.1 µM]	-7%&-9%	-5%&24%	-3%&-3%	1%&-6%
CCCCOP(=O)(OCCCC)C1(C)CC(=O)CC(C)(C)C1 (stereo not drawn)	-8%	-1%	-10	4%	-5%	7%	-5%	-2%	-10%
O=C(COc1coc(CN2CCc3ccccc3C2)cc1=O)Nc1cccc(Cl)c1	-19%	0%	-10	7%	4%[57.1 µM]	-12%	6%[57.1 µM]	0%	0%
